proCasp3 act – activators of human procaspase-3. activation, % at 8.5 µM. AID 463141. P42574. 330,000 compounds, 0.11% hits. recombinant procaspase-3 D3A, Ac-DEVD-pNA absorbance 405 nm;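 active = activation above the mean of all tested compounds plus 3 SD, cut at about 21% in these data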;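 also: 0% = DMSO alone and 100% = DMSO wells spiked with extra 5 µM PC-3 D3A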
Target sequence (P42574 whole entry D9A/D28A/D175A): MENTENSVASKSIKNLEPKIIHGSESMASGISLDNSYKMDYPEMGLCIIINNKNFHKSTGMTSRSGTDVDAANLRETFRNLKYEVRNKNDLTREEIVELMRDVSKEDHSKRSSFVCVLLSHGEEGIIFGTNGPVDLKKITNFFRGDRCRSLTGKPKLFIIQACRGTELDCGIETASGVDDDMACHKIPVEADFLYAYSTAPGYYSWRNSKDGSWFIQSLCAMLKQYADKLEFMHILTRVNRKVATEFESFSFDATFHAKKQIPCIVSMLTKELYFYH
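Evaluation: percent activation relative to control range; Material: Procaspase-3 D3A mutant, all three cleavage aspartates alanine; Compound: single dose, 8.5 µM nominal compound, 0.8% DMSO; Replication: one well per compound; Signal: absorbance at 405 nm, 0 and 120 min; Schedule: 1 h preincubation plus 2 h reaction at 25 °C.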
AGP1-GFP MLPCN – modulators of TOR pathway AGP1-GFP in S. cerevisiae | S. cerevisiae AGP1-GFP multiplex flow cytometry, 3 h; GFP as percent of DMSO wells | GFP response vs DMSO, % at 10 µM | 320,000 compounds, 0.02% hits;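 active = GFP response relative to DMSO above a set limit, near screen average plus 3 SD, cut at about 150% in these data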;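 also: median GFP channel fluorescence of the gated AGP1 strain per well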
proCasp7 act – counter-screen: procaspase-7 (human) activation; AID 463210; 330,000 compounds, 0.093% hits; activation, % at 8.5 µM; P55210; recombinant procaspase-7, Ac-DEVD-pNA absorbance 405 nm; D23A/D198A/D206A triple mutant, cannot self-cleave; scale: DMSO 0, 5 µM enzyme 100;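 active = percent activation above the screen-wide mean plus 3 SD, cut at about 25% in these data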
Target sequence (P55210 whole entry D23A/D198A/D206A): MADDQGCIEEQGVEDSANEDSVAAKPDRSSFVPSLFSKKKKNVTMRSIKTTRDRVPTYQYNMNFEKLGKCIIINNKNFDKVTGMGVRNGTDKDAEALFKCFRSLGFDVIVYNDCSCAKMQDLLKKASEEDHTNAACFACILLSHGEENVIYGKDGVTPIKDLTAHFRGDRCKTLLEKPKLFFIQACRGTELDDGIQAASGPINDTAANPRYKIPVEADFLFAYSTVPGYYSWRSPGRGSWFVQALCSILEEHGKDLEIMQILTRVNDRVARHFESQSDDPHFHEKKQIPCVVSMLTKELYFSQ
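Assay system: Uncleavable procaspase-7 mutant enzyme; Input: 2 µM procaspase-7 mutant as dispensed; Also added: DEVD-pNA substrate; Medium: Zinc-free HEPES pH 7.4 with 300 mM NaCl, 0.01% Triton X-100; Timing: 1 h compound preincubation, 2 h substrate cleavage, 25 °C; Measured by: Epi-absorbance of released pNA at 405 nm, two timepoints.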
LAP4-GFP MLPCN – alters LAP4-GFP fluorescence in TOR pathway yeast screen. GFP response vs DMSO, % at 10 µM. AID 2023. 320,000 compounds, 0.34% hits. S. cerevisiae LAP4-GFP multiplex, flow cytometry GFP, 3 h; median GFP as percent of DMSO wells;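 active = GFP response vs DMSO above a set limit, about the screen mean plus 3 SD, cut at about 150% in these data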
MEP2-GFP yeast – yeast TOR pathway MEP2-GFP modulation; GFP response vs DMSO, % at 10 µM; S. cerevisiae MEP2-GFP strain, flow cytometry GFP, 3 h; 100% = DMSO control level; 330,000 compounds, 0.51% hits;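 active = GFP response versus DMSO above a set limit, roughly screen mean plus 3 SD, cut at about 180% in these data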;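 also: median GFP fluorescence of the barcode-gated MEP2-GFP cells per well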
AHR act – human AHR activation | AID 2796 | AHR-responsive luciferase reporter cells, luminescence | activation, % at 5 µM | 320,000 compounds, 2.5% hits | P35869; in the data active = activation above about 47%;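 also: 0% = vehicle wells and 100% = reference agonist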
RPL19A TOR yeast – modulators of TOR pathway RPL19A-GFP in S. cerevisiae. percent response vs DMSO, % at 10 µM. AID 2025. S. cerevisiae RPL19A-GFP strain, flow cytometry, 3 h; active compounds read low. 330,000 compounds, 0.3% hits;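 active = percent response vs DMSO below 50%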;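 also: median channel GFP fluorescence of the barcoded RPL19A-GFP strain; ratio of sample median GFP to plate DMSO average so 100% = DMSO; lower means less RPL19A-GFP as with rapamycin TOR inhibition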
CIT2 TOR yeast – yeast TOR pathway CIT2-GFP modulation | S. cerevisiae CIT2-GFP strain, flow cytometry, 3 h; 100 means same as DMSO wells | GFP response vs DMSO, % at 10 µM | 320,000 compounds, 0.065% hits;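 active = GFP response relative to DMSO above a set limit, near the screen mean plus 3 SD, cut at about 150% in these data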;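 also: ratio of well median GFP fluorescence to mean of DMSO wells on the plate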
Starred values were filed as active, the others as inactive; nt = no result given.

SMILES	proCasp3 act	AGP1-GFP MLPCN	proCasp7 act	LAP4-GFP MLPCN	MEP2-GFP yeast	AHR act	RPL19A TOR yeast	CIT2 TOR yeast
CCS(=O)(=O)n1c(Cc2cccs2)nc2ccccc21	-2	76	-1	126	88	6	96	69
O=C(O)c1cccc(N2C(=O)c3cccc4c(Cl)ccc(c34)C2=O)c1	2	101	3	96	97	12	95	96
CCOc1ccc(NCc2nnc(SCC(=O)Nc3cc(C)on3)n2-c2ccccc2OC)cc1	6	108	3	100	104	2	101	103
CSc1nnc(-c2ccc(C(F)(F)F)nc2C)o1	2	106	8	110	105	-7	99	104
COc1ccc2sc(-c3ccc(N(C)C)cc3)c(C#CCCO)c2c1	-18	20	-20	106	98	109*	98	72
CC1=CC(C)(C)N(C(=O)CSc2nncn2C)c2ccccc21	4	100	5	92	97	1	97	95
O=C(c1cc(-c2ccccc2)nc2ccccc12)N1CCN(c2ccccn2)CC1	-8	92	9	94	94	7	97	96
CC(C)CCN1CCN(Cc2ccc(Sc3nncn3C)o2)CC1CCO (stereo unspecified)	3	104	-12	96	108	1	104	105
O=C(NCCC1CCCCN1S(=O)(=O)c1ccc(Cl)cc1)C(=O)NCc1cccnc1 (stereo unspecified)	3	90	5	91	96	12	88	84
COc1ccc(/C=N/NC(=O)CNC(=O)c2ccc(S(=O)(=O)N3CCCC3)cc2)c(OC)c1	-2	105	6	97	114	3	109	107
Cc1ccc(C)c(OCC(=O)Nc2cccc(C(=O)O)c2)c1C	-1	101	0	109	99	5	97	97
O=C(NCCCCCc1nc2ccccc2[nH]1)c1ccccc1Cl	1	104	0	109	100	-1	106	99

Random excerpt: 5 entries already listed.
SMILES	proCasp3 act	AGP1-GFP MLPCN	proCasp7 act	LAP4-GFP MLPCN	MEP2-GFP yeast	AHR act	RPL19A TOR yeast	CIT2 TOR yeast
CCS(=O)(=O)n1c(Cc2cccs2)nc2ccccc21	-2	76	-1	126	88	6	96	69
O=C(O)c1cccc(N2C(=O)c3cccc4c(Cl)ccc(c34)C2=O)c1	2	101	3	96	97	12	95	96
O=C(c1cc(-c2ccccc2)nc2ccccc12)N1CCN(c2ccccn2)CC1	-8	92	9	94	94	7	97	96
CCOc1ccc(NCc2nnc(SCC(=O)Nc3cc(C)on3)n2-c2ccccc2OC)cc1	6	108	3	100	104	2	101	103
CSc1nnc(-c2ccc(C(F)(F)F)nc2C)o1	2	106	8	110	105	-7	99	104

The listing continues:
SMILES	proCasp3 act	AGP1-GFP MLPCN	proCasp7 act	LAP4-GFP MLPCN	MEP2-GFP yeast	AHR act	RPL19A TOR yeast	CIT2 TOR yeast
N#Cc1ccccc1NC(=O)COc1ccc2c(c1)OCO2	6	96	7	103	108	4	106	103
O=C(CN1CCOc2ccccc21)N1CCC(Cc2ccccc2)CC1	0	97	-4	109	95	6	99	91
O=C(CN1C(=O)NC2(CCCC2)C1=O)Nc1nc2c(F)cc(F)cc2s1	3	93	-3	87	87	20	87	100
O=S(=O)(Nc1ccc2[nH]ncc2c1)c1ccccc1Cl	7	102	4	99	108	2	104	100
NC1=NC[C@H](Cc2ccccc2)N1CCCCC1CCCCC1	-1	98	-2	104	103	7	97	97
CC(C)CN(CC(C)C)C(=O)CN1c2cccc3cccc(c23)S1(=O)=O	-6	94	4	95	108	6	106	105
COc1ccc2c(C)c(C)c(=O)oc2c1OC	5	98	6	101	89	-6	97	88
C=CC[C@H](CC(=O)N(CCO)Cc1ccccc1)C(=O)NCCOC(=O)[C@H](CC=C)CC(=O)OC(C)(C)C	-2	94	-1	93	96	-1	101	88
O=C(CN1CCc2cc3c(cc2C1)OCCCO3)Nc1ccc(F)cc1	-1	109	-4	108	115	1	102	106
CCc1ccc(C(C)NC(=O)C2CCCC2)cc1 (stereo unspecified)	-4	100	-12	102	108	3	107	101
CNc1ccc(S(=O)(=O)NCC(=O)NCCCc2ccccc2)cc1[N+](=O)[O-]	-20	95	-10	107	101	4	104	nt
COc1ccccc1NS(=O)(=O)c1ccc(C)c(C(=O)N2CCCC2)c1	-4	95	20	94	101	-1	96	96
Cc1ccc(-c2nc3ccccc3n2C)o1	-9	88	-5	102	101	11	96	94
O=C(COC(=O)c1ccc2ncsc2c1)NCc1ccc(F)cc1	6	101	-12	96	101	1	99	92
O=C1/C(=C/c2ccc([N+](=O)[O-])cc2)CCC1C1CCCC1 (stereo unspecified)	-4	97	3	95	102	0	100	106
CN(CC(=O)Nc1ccc(F)cc1)C(=O)COC(=O)CCN1C(=O)C2CC=CCC2C1=O (stereo unspecified)	6	105	2	98	102	3	102	100
Cc1c(C(=O)Nc2ccc(Br)cc2)cnn1C	-7	99	-1	100	104	120*	101	99
O=C(Nc1nccs1)C1CCN(S(=O)(=O)c2ccc(F)cc2)CC1	1	123	13	119	111	-2	111	113
O=C(Cc1ccc(Cl)cc1)N/N=C1\CCCc2ccccc21	-1	102	10	104	103	-2	98	105
O=C(NN(C(=O)C1CC1)c1nc2ccccc2s1)C1CC1	5	94	8	100	101	6	100	95
CC(OC(=O)c1ccccc1NCCO)C(=O)NC1CCCCC1C (stereo unspecified)	-1	117	-2	108	97	0	105	98
COc1ccc(-c2cc(C(=O)NN)[nH]n2)cc1OC	7	111	1	118	105	25	106	109
Cc1ccc(CN2CCNC(=O)C2CC(=O)O)cc1 (stereo unspecified)	1	101	1	105	95	-2	101	96
CCOC(=O)c1c(NC(=O)COc2ccccc2OCC)sc2c1CC(C)(C)NC2(C)C	1	101	-2	101	99	3	96	82
O=C(COc1ccc2ccccc2c1)NNC(=O)c1ccc([N+](=O)[O-])cc1	-3	102	4	99	96	12	98	104
CC(C)c1c(Cl)c(O)c(-c2ccccc2)c(=O)n1-c1ccc(F)cc1	-1	97	3	81	98	16	104	96
Cc1ccc(S(=O)(=O)N2CCC(C(=O)N[C@H](C(=O)NCc3ccco3)C(C)C)CC2)cc1	1	100	-1	98	98	-1	95	102
CC(C)(CCl)C(=O)Nc1ccc(C(F)(F)F)cc1	6	102	-8	99	102	-1	99	90
COc1ccccc1CNC(=O)C1CC(c2c(Cl)cccc2Cl)=NO1 (stereo unspecified)	-1	82	-7	105	85	14	95	78
O=C(Nc1ccccc1)O/N=C1/CCCc2occc21	1	104	8	113	101	-1	103	101
COc1cc(/C=C/c2ccc3c([N+](=O)[O-])cccc3n2)ccc1OCC(=O)O	11	89	-5	105	101	1	98	97
Cc1ccccc1-n1c(SCC(=O)N/N=C/c2sccc2C)nc2ccccc2c1=O	11	101	-1	98	106	14	100	102
CC(C)(C)c1nn(-c2ccccc2)c2[nH]c(=O)c(CNCc3ccco3)cc12	1	108	-1	110	115	2	106	108
COCCn1nnnc1CN1CCC(C)CC1	8	103	13	93	106	1	95	92
COCCN(C(=O)CSc1nc(N)cc(=O)[nH]1)c1c(N)n(Cc2ccccc2)c(=O)[nH]c1=O	7	107	0	103	106	1	104	100
CCCCOc1nc(N2CCOCC2)nc(C)c1[N+](=O)[O-]	-8	105	2	140	94	9	99	101
COc1ccc(-n2ncc3c2CC(C)(C)CC3NC(=O)CCc2c(C)nn(C)c2C)cc1 (stereo unspecified)	0	101	1	98	102	1	100	104
O=C(NCc1cccnc1)C(=O)Nc1nccs1	2	101	0	93	111	10	110	101
O=C(Nc1ccc(F)cc1)c1ccccc1	6	88	11	76	102	1	117	90
Cn1cnnc1SCC(=O)NC1CCCC1	-4	102	-2	98	105	12	97	108
O=C(CSc1nnc(-c2ccccc2)n1-c1ccccc1)c1cccs1	10	96	12	91	101	0	101	93
O=C(N/N=C/c1ccc([N+](=O)[O-])o1)c1cn(-c2ccccc2)nc1-c1ccc(F)cc1	15	101	1	97	100	13	100	nt
O=C(CN1C(=O)/C(=C/c2ccccc2F)Oc2ccccc21)N1CCN(c2ccccn2)CC1	4	100	3	101	103	16	109	98
Cc1nn(Cc2ccccc2)c(C)c1NC(=O)CCC(=O)O	5	92	12	89	97	2	93	94
O=C(CSc1ncn[nH]1)NCCCc1ccccc1	8	111	-1	99	101	-2	103	102
Cc1noc(C)c1C(c1ccccc1)c1ccccc1	0	94	-11	80	97	1	97	nt
Nc1c(C(=O)NCc2ccco2)nnn1CC(=O)Nc1ccccc1	-4	101	-4	99	102	5	107	105
CCCCN(C(=O)c1cc(Cl)nc2ccccc12)c1c(N)n(Cc2ccccc2)c(=O)[nH]c1=O	4	106	1	109	104	2	97	99
COc1ccc(S(=O)(=O)N2CCc3ccccc32)cc1C(=O)N1CCC(C)CC1	7	110	15	118	110	26	105	101
O=C(CSc1ccc2nnc(-c3cccc(F)c3)n2n1)NCc1ccco1	-17	89	-35	97	99	8	nt	95
Cc1ccc2c(c1)N(CCC(=O)NC1CCCCC1)C(=O)CO2	2	104	-3	93	106	-7	108	100
O=S(=O)(c1ccc(N2CCCC2c2nc3ccccc3s2)nc1)N1CCOCC1 (stereo unspecified)	5	101	8	100	102	9	99	100
CCn1c(SCc2nc3ccccc3c(=O)[nH]2)nnc1C(C)NC(=O)c1ccccc1F (stereo unspecified)	4	102	0	110	97	0	103	97
N#Cc1ccccc1NC(=O)Nc1ccccc1	9	99	11	108	98	0	97	93
CN(C(=O)CCOc1ccccc1)c1c(N)n(Cc2ccccc2)c(=O)[nH]c1=O	2	104	12	94	100	5	94	95
O=C(c1cc2c(s1)CCCC2)N1CCN(S(=O)(=O)c2ccccc2)CC1	8	105	17	97	114	2	103	100
Cn1c(=O)c2c([nH]c(OCc3ccc(Cl)cc3Cl)[n+]2Cc2ccc(F)cc2)n(C)c1=O	-2	115	1	108	105	-3	106	100
Cc1nnc(SCC(=O)NCC2COc3ccccc3O2)s1 (stereo unspecified)	7	102	2	111	100	0	102	98
Cc1cc2nccc(-c3ccc(Cl)c([N+](=O)[O-])c3)n2n1	7	97	5	103	105	3	101	105
COc1cc(S(=O)(=O)N2CCOCC2)ccc1NC(=O)COC(=O)COc1ccccc1	12	97	14	97	97	0	96	100
(cont.)
SMILES	proCasp3 act	AGP1-GFP MLPCN	proCasp7 act	LAP4-GFP MLPCN	MEP2-GFP yeast	AHR act	RPL19A TOR yeast	CIT2 TOR yeast
O=C(COc1ccccc1-c1ccccc1)NCc1cccc(Cl)c1	3	101	2	102	121	6	105	101
O=C(O)c1cccc(S(=O)(=O)Nc2ccccc2Cl)c1	0	100	4	103	100	-1	97	103
Cn1c(=O)c2c(nc(SCCN3CCCCC3)n2C)n(C)c1=O	3	96	24	94	103	5	96	93
Cc1nn(-c2ccccc2)c(C)c1S(=O)(=O)O	9	99	4	98	97	-1	97	94
COc1cc(OC)cc(-c2nnc(NC(=O)Cc3ccc(F)cc3)o2)c1	-2	105	5	102	106	10	102	103
Cc1oc2c(c(C)cc3oc(=O)c(CC(=O)NCCC(=O)O)c(C)c32)c1C	nt	96	nt	99	104	nt	104	97
CC(C)c1onc(C(=O)Nc2cccc(O)c2)c1[N+](=O)[O-]	-6	97	6	106	89	10	94	92
CCOc1ccc(CC(=O)NNC(=S)Nc2ccccc2)cc1Br	2	102	9	102	97	6	98	102
Cc1ccc(C(=O)NCc2ccco2)cc1S(=O)(=O)N1CCCC1	-8	102	-8	92	96	3	97	103
CC1Cc2cc(/C(O)=C3\C(=O)C(=O)N(CCN4CCOCC4)C3c3ccccc3F)ccc2O1 (stereo unspecified)	-9	105	-13	98	104	0	99	102

Bioassay records as filed in PubChem.
